Bioassay records deposited in PubChem BioAssay by NCI.
NCI-60 one-dose screen, 48 h, at 10 µM unless noted. Numbers give growth in % (100 = growth as untreated, 0 = no growth, -100 = all killed).
UACC-62 = UACC-62 melanoma; hit rate 5.4% among 81,000; AID 1794756
T-47D = T-47D breast cancer | hit rate 5% among 79,000
SK-MEL-28 = SK-MEL-28 melanoma | hit rate 4.1% among 81,000
SK-MEL-2 = SK-MEL-2 melanoma; hit rate 4.7% among 77,000
MALME-3M = MALME-3M melanoma; hit rate 5.8% among 78,000
BT-549 = BT-549 breast cancer. hit rate 4.4% among 78,000
HS 578T = HS 578T breast cancer. hit rate 4.1% among 78,000
UACC-257 = UACC-257 melanoma | hit rate 4.4% among 78,000
The depositor's hits bear a star; . = no result given; & = joins results of further samples; [ ] = dose if it differs, or a comment. How the source made its calls: active means growth percent below 10; inactive means the rest.

SMILES	UACC-62	T-47D	SK-MEL-28	SK-MEL-2	MALME-3M	BT-549	HS 578T	UACC-257
Cc1cc(C(NC(=O)C2CC3(CC(Nc4cccc5c4C(=O)N(C4CCC(=O)NC4=O)C5=O)C3)C2)c2ccc3c(c2)OC(F)(F)O3)c(O)c2ncccc12 (centres undefined)	-41*	12	0.8*	-4.6*	9.5*	9.9*	29	-11*
COc1ccc(NC(=O)CSc2nc3ccccc3c(=O)n2Cc2cc(OC)c(OC)c(OC)c2)cc1	74	84	94	93	88	89	96	94
CCN(Cc1ccccc1)c1ccc(/C=C2\COc3ccccc3C2=O)cc1	87	78	100	102	99	96	96	93
CC1(C)[C@@H]2CC[C@]1(C)[C@H](OC(=O)CSC#N)C2	104	102	111	101	103	121	114	104
Cc1ccc(SCCCN(C)C)cc1	106	.	112	109	95	110	109	103
C[C@@H]1N=C(c2ccccc2)Nc2nc3ccccn3c2C1=O	104	93	113	110	100	93	94	121
C=C(C)[C@H]1C2=CC(C(=O)OC)=C(C[C@H](C(=C)C)[C@@H](O)[C@H]3O[C@@]34C(=O)O[C@@H]1[C@@H]4N(C)C)O2	98	93	105	123	104	101	104	104
O=C(Cc1ccc(/C=C/C(=O)c2nccs2)cc1)Nc1ccccc1	84	93	105	105	98	93	88	89
Oc1ccc(-c2nc3ccc4[nH]ncc4c3c3c2CCCC3)c(F)c1	12	33	18	-13*	25	14	15	44
CCSc1nc(C)c(C)c(=O)[nH]1	102	105	125	108	118	.	108	96
NCCCNCCNCCCN	99	96	103	94	96	101	102	91
O=C1CCCCC=C1C[N+](=O)[O-]	92	70	89	102	73	97	107	.
CN1CCCc2cc(/C=C3/SC(=S)N(CCc4ccc(O)cc4)C3=O)ccc21	72	84	89	98	97	85	94	93
FC(F)Oc1ccc(C(Nc2cccc(C(F)(F)F)c2)c2nnnn2C2CCCCC2)cc1OCC1CC1 (centres undefined)	84	73	111	92	105	102	83	106
N#CC(/C=N\Nc1ncc(C#N)c(N)n1)=C\c1ccc(Cl)cc1	102	100	121	105	117	109	87	117
CC(C)OC(=O)Nc1ccc(F)cc1	96	101	103	98	95	90	107	100
COc1cc(OC)cc(N2CCN(C(=O)Nc3nc4cc(F)ccc4nc3OC)CC2)c1	48	70	77	42	45	24	38	73
CCCCCCCNC(=O)C(Cl)Cl	99	102	105	100	110	112	99	101
CCOC(=O)/C(C#N)=C/c1ccc(C#N)cc1	112	87	104	104	97	113	108	92
Brc1cccc2ccccc12	90	110	105	99	125	103	124	117

Retrieved one by one from the entries so far, four records:
SMILES	UACC-62	T-47D	SK-MEL-28	SK-MEL-2	MALME-3M	BT-549	HS 578T	UACC-257
CN1CCCc2cc(/C=C3/SC(=S)N(CCc4ccc(O)cc4)C3=O)ccc21	72	84	89	98	97	85	94	93
N#CC(/C=N\Nc1ncc(C#N)c(N)n1)=C\c1ccc(Cl)cc1	102	100	121	105	117	109	87	117
Brc1cccc2ccccc12	90	110	105	99	125	103	124	117
NCCCNCCNCCCN	99	96	103	94	96	101	102	91

Next section.
SMILES	UACC-62	T-47D	SK-MEL-28	SK-MEL-2	MALME-3M	BT-549	HS 578T	UACC-257
C[n+]1cccc2cccc(NC(=O)c3ccc4ccc5ccc(C(=O)Nc6cccc7cccnc67)nc5c4n3)c21	75	51	85	84	92	99	83	99
Nc1ccc2c(c1)nnn2-c1ccccc1	96	86	111	.	89	115	121	105
O=C=NS(=O)(=O)O[C@@H]1C(=O)N(c2cc3c4ccccc4ccc3c3ccccc23)[C@H]1c1ccc(F)cn1	88	73	113	100	.	93	106	102
O=S(=O)(NCCNc1cc(-c2cn(-c3ccccc3)nc2-c2cccc(O)c2)ccn1)c1ccc(Br)cc1	.	11	.	21	43	46	25	.
Cc1nn2c(-c3nc4ccccc4[nH]3)c(-c3ccc(F)cc3)nc2s1	94	104	99	120	111	102	102	111
Cc1cc2c(c(C)n1)CN(C(=O)Nc1nc(-c3cncs3)ccc1N)C2	92	90	105	81	97	105	104	103
c1ccc2cc(OCNCOc3ccc4ccccc4c3)ccc2c1	92	106	92	.	107	.	83	98
Nn1c(=O)[nH]n2c(=O)c3cnn(-c4ccccc4)c3nc12	104	105	112	107	104	115	109	114
COc1ccc([C@H]2c3[nH]c4ccccc4c3C[C@@H]3C(=O)N(C4CCN(CC5CCCCC5)CC4)CC(=O)N23)c(OC)c1	91	89	96	101	104	92	82	107
CC1=NNC(=O)/C1=C/c1ccccc1Cl	109	113	111	134	122	96	115	103
COc1cc(NC(=O)CSc2nc3ccccc3c(=O)n2-c2ccccc2)cc(OC)c1OC	82	83	98	108	89	104	87	109
CCCCOCCOCCOCc1cc2c(cc1Br)OCO2	90	88	106	92	95	110	108	101
O=C(/C=C/c1cc2ccccc2[nH]c1=O)c1ccc(C(=O)/C=C/c2cc3ccccc3[nH]c2=O)cc1	105	102	114	104	95	112	.	107
CCOC(=O)c1c(C)nc(C)c(C(=O)OCC)c1-c1cccnc1	105	92	119	110	111	106	122	108
CCCC(=O)n1nc(C(=O)OCC)c2ccccc21	107	104	119	108	105	112	111	112
COc1cc(C(=O)/C=C/c2cccc(Nc3ccnc4cc(Cl)ccc34)c2)cc(OC)c1OC	23	-46*	-39*	.	9.8*	-28*	.	31
S=C(NCc1ccccc1)N/N=C/C=C/c1ccccc1	87	83	99	.	116	101	.	89
COc1cc(C2N=C(NNc3ccccc3)NC(C)=C2C(C)=O)ccc1O (centres undefined)	43	84	101	97	106	123	108	110
COC(=O)c1ccncc1	96	120	107	123	103	101	97	105
CN(C)CCC1(c2ccccc2)CCN(C)C1=O (centres undefined)	105	104	103	95	95	106	108	104
[O-][n+]1onc(-c2ccccc2)c1-c1nnc(-c2ccccn2)c(-c2ccccn2)n1	82	87	105	86	101	135	95	85
CC1(C)C=C2[C@H]3C[C@@H](O)[C@@H]4[C@@]5(C)C[C@@H](O)[C@H](O)C(C)(C)[C@@H]5CC[C@@]4(C)[C@]3(C)CC[C@@]2(C)CC1	107[9 µM]	82[9 µM]	107[9 µM]	107[9 µM]	104[9 µM]	102[9 µM]	100[9 µM]	107[9 µM]
O=C(Cn1cc(CSc2nc3ccccc3o2)nn1)Nc1ccccc1F	96	94	106	102	102	105	101	106
c1coc(CNc2ccnc(Nc3ccc(OCCN4CCCCC4)cc3)n2)c1	94	91	107	104	110	97	81	87
Nc1nc(N)c2c(n1)NC(c1sc(Cl)nc1Cl)CC(c1ccc3c(c1)OCO3)=N2 (centres undefined)	40	39	57	.	29	27	11	39
O=C(O)C1CSCN1 (centres undefined)	96&105	98&107	114&117	84&110	94	99	112&136	92&106
CC(=O)Nc1cc2c(cc1Cl)-c1ccccc1C2O (centres undefined)	91	89	108	91	.	103	96	108
O=C1N=c2ccccc2=C/C1=C\c1cc(-c2ccccc2)oc1O	94	94	100	98	91	90	101	109
CN(C)c1ccc(C(=S)c2ccc(N(C)C)cc2)cc1	52	74	84	58	50	83	94	81
Cc1ccc(NSc2ccccc2[N+](=O)[O-])cc1	29	27	64	23	45	34	32	58

Four structures from above, sorted by SMILES length, low to high.
SMILES	UACC-62	T-47D	SK-MEL-28	SK-MEL-2	MALME-3M	BT-549	HS 578T	UACC-257
CN(C)c1ccc(C(=S)c2ccc(N(C)C)cc2)cc1	52	74	84	58	50	83	94	81
O=C(Cn1cc(CSc2nc3ccccc3o2)nn1)Nc1ccccc1F	96	94	106	102	102	105	101	106
c1coc(CNc2ccnc(Nc3ccc(OCCN4CCCCC4)cc3)n2)c1	94	91	107	104	110	97	81	87
CC1(C)C=C2[C@H]3C[C@@H](O)[C@@H]4[C@@]5(C)C[C@@H](O)[C@H](O)C(C)(C)[C@@H]5CC[C@@]4(C)[C@]3(C)CC[C@@]2(C)CC1	107[9 µM]	82[9 µM]	107[9 µM]	107[9 µM]	104[9 µM]	102[9 µM]	100[9 µM]	107[9 µM]

Going on with the list.
SMILES	UACC-62	T-47D	SK-MEL-28	SK-MEL-2	MALME-3M	BT-549	HS 578T	UACC-257
COCC1=C(C(=O)OC(C)OC(=O)OC(C)C)N2C(=O)[C@@H](NC(=O)/C(=N/OC)c3csc(N)n3)[C@H]2SC1 (some centres undefined)	106	95	112	105	106	100	94	110
N/C(=N\N=C\c1cc2ccccc2[nH]1)N/N=C/c1cc2ccccc2[nH]1	99	89	103	100	88	99	90	107
Cc1c(O)c(=O)n(-c2ccccc2)n1C	99	100	111	112	112	109	127	119
NCCOc1ncccc1/C=C1\C2C=CC=CC2C2C=CC(F)=CC12 (centres undefined)	32	33	64	113	39	85	61	72
CCOc1ccc(/C=C2\Oc3cc(C)c(Cl)cc3C2=O)cc1	96	.	114	115	119	99	105	106
Cn1c(=O)c2c(-c3ccccc3F)n(-c3ccc4c(c3)OCO4)cc2n(C)c1=O	86	81	100	133	141	95	88	117
CN(C)CCCN1c2ccccc2CCc2ccc(Cl)cc21	7.8*	41	37	.	37	78	69	-12*
CS(=O)(=O)c1cc(C(=O)O)cc(NCc2ccccc2)c1Oc1ccccc1	110	90	108	101	100	95	99	102
CCC(CC)(N(CC(=O)O)CC(=O)O)C(CC)(CC)N(CC(=O)O)CC(=O)O	102	96	108	112	133	117	118	100
CSC(=N\N=C\c1cccs1)/N=C/N(C)C	92	99	121	107	111	124	99	110
COc1cc(/C=C/c2cc(/C=C/c3cc(OC)c(OC)c(OC)c3)n(-c3ccc(OC(F)(F)F)cc3)n2)cc(OC)c1OC	91	95	99	87	95	106	97	92
CC1(C)CC[C@]2(C(=O)O)CC[C@]3(C)C(=CCC4[C@@]5(C)C[C@@H](O)[C@@H]6OC(c7ccc(Cl)cc7)OC[C@@]6(C)C5CC[C@]43C)C2C1 (some centres undefined)	81	83	90	90	88	86	101	97
COc1ccc(-c2cc(/C=C/C(=O)c3cc(OC)c(OC)c(OC)c3)[nH]n2)cc1OC	51	-14*	-67*	70	-18*	24	71	70
Oc1c(Br)cc(Br)c2ccc(Cn3cc(-c4cc(F)cc(F)c4)nn3)nc12	86	93	101	110	114	114	101	98
Cc1nc2ccc(Cl)cn2c1C(=O)NCc1ccc(OCc2cn(Cc3ccccc3)nn2)cc1	76	72	97	100	82	83	88	90
CC1CCCC1(N)C(=O)O (centres undefined)	102	75	109	107	103	95	106	95
O=C(/C=C/Nc1ccc(I)cc1)c1ccc2c(c1)Nc1ccccc1S2	88	80	101	100	84	106	71	110
CCCCN[C@H]1CC[C@@]2(C)[C@@H](CC[C@@]3(C)[C@H]2[C@H](O)C[C@H]2/C(=C(\CCC=C(C)C)C(=O)O)[C@@H](OC(C)=O)C[C@@]23C)[C@@H]1C	93	99	107	123	99	114	93	104
COc1cc2c(c(OC)c1OC)C(=O)CC(c1cccc(C(=O)Nc3ccccc3Br)c1)O2 (centres undefined)	81	55	104	88	100	79	103	93
O=C(O)c1ccc(-n2cc(/C=N/Nc3ccc(F)c(Cl)c3)c(-c3cc(C(F)(F)F)cc(C(F)(F)F)c3)n2)cc1	54	61	63	73	70	89	63	81
CCOC(=O)C(CCCCS(=O)(=O)O)C(=O)OCC	108	114	103	109	.	104	94	98
CC(C)(c1ccc(O)cc1)c1ccc(O)cc1	91	98	111	.	101	105	80	83
COc1ccc(-c2ccc(NC(=O)Nc3ccc(Cl)c(C(F)(F)F)c3)c(C)n2)cc1OC	77	49	74	88	91	89	81	56
CC(C)=CCc1cc2c(cc1O)O[C@H](c1ccc(O)cc1)CC2=O	88	89	96	89	96	92	85	101
COc1cccc(NC(=O)c2ccc(Nc3ccc(Cl)nn3)cc2)c1	96	33	104	102	116	85	94	.
CC1=CC2C(C(O)CC3(C)C2CC(C)C32OCOC23COCO3)C2(C)C/C(=C/O)C(=O)C=C12 (centres undefined)	30	24	66	76	16	51	83	78
CCCCCCCCCCCCO	103	90	108	112	103	93	111	101
CCCn1ccc(-n2nnc(C(=O)OCC)c2C)n1	107	81	99	108	104	86	102	105
CC1(C)CC[C@]2(C(=O)NCC#CCN3CCOCC3)CC[C@]3(C)C(=CC[C@@H]4[C@@]5(C)Cc6c([nH]c7ccccc67)C(C)(C)[C@@H]5CC[C@]43C)[C@@H]2C1	49	75	68	95	95	101	107	47
COc1ccc2nc(Cl)cc(C)c2c1	95&94	128&99	118&104	100	127&97	92&130	113&113	96&100

Single values from the results shown:
Result for CC(C)(c1ccc(O)cc1)c1ccc(O)cc1 in T-47D: 98
Result for CCOC(=O)C(CCCCS(=O)(=O)O)C(=O)OCC in UACC-257: 98
Result for CCCCCCCCCCCCO in SK-MEL-28: 108

New compounds follow:
SMILES	UACC-62	T-47D	SK-MEL-28	SK-MEL-2	MALME-3M	BT-549	HS 578T	UACC-257
CC1(C)CC(=O)C2=C(C1)N(c1ccc(F)cc1)C(N)=C(C#N)C2c1ccc(Cl)cc1Cl (centres undefined)	90	110	112	112	106	111	87	99
O=S(=O)(Nc1ccc(OCc2nnc(-c3ccc(Cl)cc3)o2)c(F)c1)c1ccccc1	74	.	100	88	112	92	105	102
CC(C)c1ccc2c(c1)CCC1C2CCCC1(C)NCc1ccccc1 (centres undefined)	-27*	13	-32*	27	-32*	106	.	-31*
COc1cc(C(=O)N/N=C/c2cc3ccc(OCc4ccccc4)cc3nc2OC)cc(OC)c1OC	80	67	93	87	122	78	83	82
CC1=NN(c2ccccc2)C(=O)/C1=C\N(C)C	94	86	112	100	88	91	91	89
O=C(Nc1ccc(-n2cc(-c3ccncc3)c(-c3ccc(O)c(Cl)c3)n2)cc1)c1ccc(Cl)c(C(F)(F)F)c1	71	40	44	-0.3*	25	15	.	61
Nc1cccc2c(S(=O)(=O)O)cccc12	92	102	118	106	110	119	.	97
O=C1CC[C@@H](C(=O)O)N1	110&102	110&105	97&119	128&110	121&107	109	123&106	86&114
CC(C)CCN(CCC(C)C)CC(O)c1cc2c(c3ccccc13)CCCC2 (centres undefined)	50	59	95	76	94	103	81	99
CCOC(=O)/C=C/c1cccc2c1C(=O)NC(C)(c1cc3cc(OC)ccc3oc1=O)N2 (centres undefined)	39	26	67	47	80	32	61	72
FC(F)(F)Oc1cccc(-c2cc(Cl)c3cc(N4CCCC4)ccc3n2)c1	88	82	100	103	111	103	104	115
